LMNA splice mod: modulators of lamin A splicing | HeLa LMNA splicing GFP/RFP minigene ratio, 48 h | Potency, µM (series often up to 46.1 µM), for inactives: at the highest dose ratio change, negative = inhibition, most hits filed as inhibitors | hit rate 0.01% among 200,000; active = well fitted inhibition curve with a large enough effect in the signal ratio, with a control signal flat, not every such curve was filed as active; inconclusive = small, poorly fitted or top-dose-only effect, or effect the other way, or a change in a side signal; the % refers to the signal ratio; also: potency is read from the fitted curve at half-maximal effect; % is scaled to controls: 0 for no effect and ±100 for the full control effect
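S3 HeLa stable clones carrying a lamin A-EGFP splicing minigene plus DsRed2 were seeded at 600 cells/well in Opti-MEM with 2% FBS, pin-dosed and incubated 48 h at 37°C. Acumen cytometry (488 nm) gave the GFP/RFP total-intensity ratio.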
CBFb RUNX1 block: blocks binding between human CBF-beta and RUNX1 | Potency, µM (highest dose often 59.8 µM), for inactives: at the highest dose activity, negative = inhibition, actives largely listed as inhibitors | Q01196+Q13951 | AlphaScreen CBFb-His/RUNX1-biotin binding, biochemical | 230,000 tested, under 10 active; also: % of control where 0% means no effect
Target sequence (Q01196 whole entry, looked up): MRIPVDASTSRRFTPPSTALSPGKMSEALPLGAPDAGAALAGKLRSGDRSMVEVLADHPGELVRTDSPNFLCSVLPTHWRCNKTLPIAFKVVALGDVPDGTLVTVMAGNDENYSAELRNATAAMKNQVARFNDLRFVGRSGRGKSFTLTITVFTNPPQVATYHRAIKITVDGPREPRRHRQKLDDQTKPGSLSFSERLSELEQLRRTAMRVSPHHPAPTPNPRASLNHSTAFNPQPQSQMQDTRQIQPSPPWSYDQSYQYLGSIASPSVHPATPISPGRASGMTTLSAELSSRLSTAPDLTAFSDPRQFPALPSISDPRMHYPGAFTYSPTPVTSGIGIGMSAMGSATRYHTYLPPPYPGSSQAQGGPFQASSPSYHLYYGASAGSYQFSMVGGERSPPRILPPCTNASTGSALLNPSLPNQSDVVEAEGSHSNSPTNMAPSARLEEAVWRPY
Target sequence (Q13951 whole entry, looked up): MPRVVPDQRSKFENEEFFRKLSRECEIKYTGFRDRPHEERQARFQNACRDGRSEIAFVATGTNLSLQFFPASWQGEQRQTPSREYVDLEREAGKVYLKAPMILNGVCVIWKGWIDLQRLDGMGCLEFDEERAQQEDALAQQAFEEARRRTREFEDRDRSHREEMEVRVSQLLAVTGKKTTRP
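CBFb-His/RUNX1-biotin, 30 nM each, preincubated 20 min RT; compound 15 min RT; Ni + streptavidin beads 50 ng each, 90 min RT; AlphaScreen read.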
HTT cytoprotect: cytoprotection in Huntington HTT-Q103 PC12 cell model; PC12 HTT-Q103 induced, cytoprotection, ATP luminescence, 40 h; Potency, µM (doses to about 56.4 µM), without a hit: cytoprotection (ATP increase), actives largely listed as activators; hit rate 0.14% among 230,000; AID 1471;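 also: potency is read from the fitted curve at half-maximal effect; % of control where 0% means no effect; nearly all actives have a fitted effect of over 45% in size; toxic huntingtin expression switched on by the ecdysone agonist tebufenozide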
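Compounds were screened for protection of PC12 cells against cell death after tebufenozide induction (100 nM final) of mutant Huntingtin exon 1 (Q103) fused to GFP.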
GAA spleen mod: inhibitors or activators of human alpha-glucosidase in spleen homogenate; human spleen homogenate, 4-MU-alpha-glucoside fluorescence; hit rate 0.006% among 240,000; P10253; AID 2112; Potency, µM (doses to about 79.9 µM), inactives show top-dose activity change, negative = inhibition, most hits filed as inhibitors;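 also: potency is read from the fitted curve at half-maximal effect; 0% = enzyme with vehicle and -100% = no enzyme basal signal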
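Human spleen homogenate (1 ug) incubated with compounds and 1 mM 4-methylumbelliferyl-alpha-D-glucopyranoside in pH 5.0 citrate/phosphate buffer, 37 C, 40 min. Stopped at pH 10; 4-MU fluorescence (Ex 365/Em 440 nm); AC50 by Hill fit.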
HTT aggregate: mutant huntingtin aggregation inhibition; PC12 HttQ103-GFP aggregates, Acumen cytometry, 40 h; hit rate 1.1% among 220,000; Potency, µM (top dose mostly 46.1 µM), for the others: at the top dose activity change, negative = inhibition, hits mostly inhibitors; also: potency is read from the fitted curve at half-maximal effect; % is scaled to controls: 0 for no effect and ±100 for the full control effect; nearly all actives have a fitted effect of over 60% in size
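Using laser scanning cytometry, GFP-positive aggregates were counted after lysis of PC12 cells induced with 100 nM tebufenozide to express HTT exon 1 Q103–GFP. Compounds were tested in titration.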
GAA glycogen mod: inhibitors or activators of human alpha-glucosidase glycogen cleavage | Potency, µM (series often up to 76.4 µM), without a hit: top-dose activity change, negative = inhibition, hits mostly inhibitors | hit rate 0.38% among 300,000 | recombinant GAA, glycogen substrate, Amplex Red glucose oxidase fluorescence;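 also: potency is read from the fitted curve at half-maximal effect; 0% = full enzyme reaction and -100% = no-enzyme basal signal; the screen sought inhibitors and activators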
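Recombinant enzyme (4 nM final) with compounds titrated up to 77 uM and bovine liver glycogen (30 ug) in citrate pH 5.0, 0.01% Tween-20, 37 C 40 min. Released glucose detected by Amplex Red/glucose oxidase (Ex 573/Em 610); AC50 from Hill fits.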
GAA inh: inhibitors of human lysosomal alpha-glucosidase. purified human GAA, 4-MU-alpha-glucoside fluorescence. Potency, µM (titrated, usually from 76.9 µM), without a hit: top-dose activity change, negative = inhibition, most hits filed as inhibitors. hit rate 0.005% among 200,000. AID 1466;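 also: potency is read from the fitted curve at half-maximal effect; plate controls were uninhibited enzyme wells for no effect and no-enzyme background for full effect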
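Human enzyme at 4 nM with 400 uM 4-methylumbelliferyl-alpha-D-pyranoside, citrate/phosphate buffer pH 5.0, 0.005% Tween-20, 20 min at room temperature. Compounds up to 77 uM. 4-MU fluorescence (Ex 365/Em 440) read after NaOH/glycine stop; AC50 from Hill fit.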
The depositor's hits bear a star; ? = inconclusive; · = no result given; [ ] = dose if it differs, or a comment. Unless noted, calls follow the shape of the dose curve; as a rule, active = well fitted curve in the direction sought with a large enough effect; inconclusive = small, poorly fitted or top-dose-only effect, or another doubt; inactive = no such curve, though single readings can be large; an effect the other way counts as inactive or inconclusive.

| compound | LMNA splice mod | CBFb RUNX1 block | HTT cytoprotect | GAA spleen mod | HTT aggregate | GAA glycogen mod | GAA inh |
| --- | --- | --- | --- | --- | --- | --- | --- |
| CCN1N=C(c2ccccc2)Cn2c1nc1ccccc12 | -4% | ? | -68%[inhibitor] | 13% | ? | 12% | 8% |
| Cc1c(NC(=S)NC(NC(=O)C(C)(C)C)C(Cl)(Cl)Cl)c(=O)n(-c2ccccc2)n1C (stereo not drawn) | -3% | 2% | · | -1% | 5% | 1% | 8% |
| O=C(Nc1cccnc1)Nc1ccc(Br)cc1Cl | 10% | -13% | -6%[0.074 µM] | -3% | ? | -1% | -3% |
| CC1=NN(c2ccccc2)C(=O)/C1=C/C=C/C=C/N(C)C | · | ? | -61%[inhibitor] | -6% | ? | ? | -6% |
| CC(C)c1nc2n[nH]c(N)c2c2c1CSC(C)(C)C2 | -18% | 2% | 1% | -12% | -15% | -29% | -5% |
| O=C(CN1CCC(C(O)(c2ccccc2)c2ccccc2)CC1)Nc1ccccc1 | 8% | 5% | -38% | -5% | ? | 4% | -12% |
| O=C1CSc2ccccc2N1Cc1ccccc1F | 21% | 7% | -8%[0.074 µM] | -28% | 3% | -8% | 0% |
| Cc1cc(C(=O)NCCCn2ccnc2)cs1 | -1% | -7% | -15% | -7% | -23% | 3% | 1% |
| COc1ccc(S(=O)(=O)N(CC(=O)NCc2ccco2)C2CCCCC2)cc1OC | 12% | 2% | 5%[10 µM] | 4% | 0% | 1% | -1% |
| COCCNC(=O)COC(=O)c1nsc(Cl)c1Cl | -9%[0.0737 µM] | 5% | -13% | -6% | 15% | 10% | -13% |
| COc1ccc(-c2cc(C(F)F)nc(-n3nc(C)cc3C)n2)cc1 | 25% | 8% | -17%[10 µM] | -8% | ? | 3% | -9% |
| COc1cc(Cl)c(C)cc1NC(=O)CSc1nc2ccccc2o1 | -9% | 21% | 2%[10 µM] | -4% | 13% | 1% | -14% |
| O=C(O)C1C2C=CC(C2)C1C(=O)Nc1ccc(C(=O)N2CCCCC2)c(Cl)c1 (stereo not drawn) | -3% | 5% | -8%[0.074 µM] | -3% | -17% | 3% | -7% |
| COC(=O)c1ccc2c(c1)NC1=C(C(=O)CC(C)(C)C1)C(c1ccncc1)N2 (stereo not drawn) | -1% | -7% | · | 8% | -1% | -6% | -13% |
| CCC1OCCC=CC1C (stereo not drawn) | · | 0%[13.1 µM] | ? | 3%[17.4 µM] | · | · | · |
| COc1ccc(C2/C(=C(/O)c3ccccc3)C(=O)C(=O)N2CCN2CCOCC2)c(OC)c1 (stereo not drawn) | 12% | 2% | -14% | -10% | 12% | -7% | 3% |
| CCN(CC(=O)NCc1ccc(F)cc1)C(=O)/C=C/c1ccco1 | ? | 4% | -66%[inhibitor] | 5% | -10% | -4% | 1% |
| CC(=O)Nc1nonc1-c1nc2ccccc2n1CCC(C)C | 5% | 15% | -21% | -4% | ? | -1% | -6% |
| O=C(O)COc1ccc2c3c(c(=O)oc2c1)CCCC3 | ? | -3% | -7% | 1% | -3%[9.22 µM] | 18% | 6% |
| COc1ccccc1-c1cc(C(=O)N/N=C/C=C/c2ccccc2[N+](=O)[O-])c2ccccc2n1 | -22% | -26% | -7% | -4% | -10% | 3% | -11% |
| COc1cccc(/C=N/NC(=S)NCc2ccco2)c1OC | · | -5% | -11%[10 µM] | -6% | 1%[9.22 µM] | -5% | · |
| COc1ccccc1CNC(=O)c1n[nH]c2ccccc12 | -4%[46 µM] | 21% | 1%[10 µM] | 3% | -1%[9.22 µM] | -4% | ? |
| CC(OC(=O)C(C)N1C(=O)C2C3C=CC(C4CC34)C2C1=O)C(=O)c1ccccc1 (stereo not drawn) | ? | -5% | -17%[10 µM] | 4% | 15% | -1% | 4% |
| Fc1ccc(C(c2nnnn2Cc2cccs2)N2CCN(c3ccccc3)CC2)cc1 (stereo not drawn) | 1% | -2% | ? | -12% | -3% | -6% | 3% |
| O=C(O)CCc1ccc(-c2cccs2)n1Cc1ccco1 | 2% | -10% | -4% | -1% | 5% | -2% | 0% |
| CCCOP(=O)(OCCC)C1(Nc2ccc(C)cc2)CCCCC1 | 17% | 0% | -19% | -4% | -4% | -1% | -5% |
| Cc1ccc(/C=C/C(=O)O)cc1S(=O)(=O)NCc1cccnc1 | · | 3% | 17%[10 µM] | -2% | -4%[9.22 µM] | 3% | · |
| O=C(NCc1ccccc1)C(c1ccc(F)cc1)N(Cc1cccs1)C(=O)c1cnccn1 (stereo not drawn) | -9% | 8% | -31%[1.9 µM] | 1% | 2% | 0% | -5% |
| CCC(=O)Nc1cccc(NC(=O)CSc2nnc(C(C)C)n2CC)c1 | 0% | 0% | 7% | 4% | 4% | 14% | 0% |
| Cc1ccc(CNC(=O)[C@H](C)[C@@H]2C[C@@]2(C)[C@@H](NC(=O)OCc2ccccc2)c2ccccc2)c(F)c1F | · | 20% | 8% | -1% | · | · | · |
| O=S(=O)(Nc1cccc(-c2nc3cccnc3s2)c1)c1ccc2c(c1)CCCC2 | ? | 2%[2.36 µM] | · | -3% | 11% | -9% | 0% |
| CCOC(=O)C1=C(O)C(=O)N(c2ccc(S(N)(=O)=O)cc2)C1c1ccc(Cl)cc1 (stereo not drawn) | 4%[0.0737 µM] | -1% | 10% | -10% | 11% | 6% | 8% |
| COCCNc1ccnc2c(Cl)cccc12 | -5% | 1% | · | -3% | 5% | 8% | -1% |
| CCOc1cc(S(=O)(=O)N2CCN(Cc3ccccc3)CC2)ccc1Br | ? | 5% | -1%[0.074 µM] | 0% | 11µM* | -22% | -25% |
| FC(F)(F)c1ccccc1-c1nc(NCc2cccs2)c2ccccc2n1 | ? | · | 2% | 10% | · | · | · |
| Cc1ccc(S(=O)(=O)CCC(=O)Nc2ccc3c(c2)OCO3)cc1 | -11% | 5% | -10%[10 µM] | -2% | 0% | 2% | -3% |
| COC(=O)Nc1ccc(Oc2ccccc2)cc1 | 5% | 4% | -23% | -1% | -19% | -2% | -10% |
| COc1ccc(C(=O)Nc2cc3c(cc2C#N)OCO3)cc1S(=O)(=O)NCc1ccco1 | 4% | -2% | -14% | -3% | 26% | -9% | -1% |
| COc1ccc(/C=C2\SC(=S)N(CC(=O)NNC(=O)c3ccncc3)C2=O)cc1 | 15%[46 µM] | 6% | -40%[inhibitor] | 2% | 2% | -8% | -2% |
| Cc1ccc(C(=O)NCCN2CCCC2)cc1 | -6% | 7% | 1%[10 µM] | -1% | 6% | 5% | -7% |
| CC1N(O)C(c2ccc(Cl)cc2Cl)N(O)C1(C)C (stereo not drawn) | ? | 0% | -19% | -5% | 19% | -1% | -6%[15.4 µM] |
| Cc1ccccc1Cn1cnc2c([N+](=O)[O-])c(C)c(C)cc21 | 0% | -3% | -48%[inhibitor] | -5% | 10% | 3% | -5% |
| O=C(NN1C(=O)c2ccccc2C1=O)C1CC2CCC1C2 (stereo not drawn) | -5% | 5% | -90%[inhibitor][10 µM] | 0% | ? | 0% | -4% |
| CC(C)N(C(=O)Cn1cnc2c(cnn2-c2ccccc2Cl)c1=O)C(C)C | 5% | 9% | -13%[10 µM] | 0% | 0% | 4% | 1% |
| COc1ccc(C2CC(c3cccs3)=NN2C(=O)COC(=O)C2CCCCC2)cc1OC (stereo not drawn) | 1%[46 µM] | -1% | -19%[1.9 µM] | 1% | 16%[9.22 µM] | 10% | 1% |
| C=CCNC(=O)C12CCC(C)(C(=O)[C@H]1Br)C2(C)C (stereo partly drawn) | · | 8% | -9%[10 µM] | -2% | -4%[9.22 µM] | -2% | · |
| CCCN(CCC)C(=O)Cn1c2ccccc2c2nc(=O)cc(C)n21 | -10% | -4% | -29% | 9% | 19% | -32% | 0% |
| CCOC(=O)N1CCN(C(=O)c2cccn3c(=O)c4cc(Cl)ccc4nc23)CC1 | -1% | -2% | -9% | -3% | -4% | -1% | 12% |
| CS(=O)(=O)N1CCCC(C(=O)NCCCN2CCC(Cc3ccccc3)CC2)C1 (stereo not drawn) | 2% | 7% | 6%[1.9 µM] | -4% | 8% | 1% | -10% |
| O=C(c1ccco1)N1CCN(S(=O)(=O)c2ccc3c(c2)CCN3C(=O)C2CCC2)CC1 | -6% | -3% | 29%[10 µM] | -35% | 9% | -3% | -11% |
| Brc1ccc2ncnc(NCc3ccco3)c2c1 | ? | -5% | -11% | -6% | 8.9µM* | -9% | -3% |
| CCN(C(=O)CSc1nnc(Cc2ccccc2F)n1N)C1CCS(=O)(=O)C1 (stereo not drawn) | 0% | 3% | 15% | -4% | 22% | 3% | 0% |
| CSC1=C(C#N)C(CC(C)C)C(C(C)=O)=C(C)N1 (stereo not drawn) | 11% | 8% | -7%[0.074 µM] | 0% | 11% | -9% | -4% |
| Cc1ccc(-c2cc(-c3ccco3)c3c(N)c(C(=O)NN)oc3n2)cc1 | · | 6% | 4%[10 µM] | 7% | 1%[9.22 µM] | ? | · |
| O=C(CSc1nnc(-c2ccc(O)cc2)o1)N1CCOCC1 | -2% | 5% | -21% | 2% | -12% | 3% | -1% |
| O=c1c(-c2ccccc2)nc2cnc(N3CCOCC3)nc2n1Cc1ccc(F)cc1 | ? | · | -23% | -4% | · | · | · |
| Cn1c(-c2ccc([N+](=O)[O-])cc2)nc2ccccc21 | · | 1% | 23% | -5% | 5%[9.22 µM] | 12% | -4% |
| CCN(CC)C(=O)C1CCCN(Cc2cccc(Oc3ccccc3)c2)C1 (stereo not drawn) | · | 1% | -5%[10 µM] | 3% | -5%[9.22 µM] | -10% | · |
| COc1cc2c(cc1NC(=O)CN1CCN(S(=O)(=O)c3ccccc3F)CC1)oc1ccccc12 | 15% | -2% | -1%[10 µM] | -1% | 17% | -3% | -5% |
| CC(=O)Nc1ncc(Cc2ccc(Cl)cc2Cl)s1 | · | 11% | -9%[10 µM] | -2% | 13%[9.22 µM] | 5% | ? |
| Cc1ccc(CSc2nc3ccccc3c(=O)[nH]2)cc1 | · | 7% | -56%[inhibitor] | -1% | -12% | -4% | -2% |
| CCN1CCN(Cc2ccc(NC(=O)c3ccc(C)c(NC(=O)c4cc(-c5ccc(Br)cc5)n[nH]4)c3)cc2C(F)(F)F)CC1 | · | -1% | -10%[10 µM] | 1% | -4%[9.22 µM] | -6% | · |
| C=C(C)C(=O)Nc1cccnc1Oc1ccc(F)cc1 | · | -9% | 23%[10 µM] | -6% | -3%[9.22 µM] | 0% | · |

Assay outcomes (PubChem)

An unsorted share of the library; overall some 1.5% were active at least once.
